High-throughput results from PubChem BioAssay.
rTrxR1 inhibitor = blocks rat thioredoxin reductase 1. O89049. recombinant rTrxR1, NADPH fluorescence consumption, selenite substrate. Potency, µM (highest dose often 114 µM), for the others: at the highest dose activity change, negative = inhibition, hits mostly inhibitors. 390,000 tested, 1% active. AID 588453; further: potency means the concentration at half of the fitted maximal effect; on the % scale 0 is the no-effect control and ±100 the full control effect; nearly all actives have a fitted effect of over 65% in size
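Rat TrxR1 (90 nM in the dispensed reagent) was pre-reduced with 400 uM NADPH for 5 min at room temperature, then incubated with compound for 15 min. After 400 uM selenite was added, NADPH fluorescence (Ex 340/Em 450 nm) was followed for 8 min.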
USP1 inh = blocks the human USP1/UAF1 deubiquitinase complex; O94782; recombinant USP1/UAF1, Ub-Rhodamine cleavage fluorescence; Potency, µM (highest dose often 57.1 µM), inactives show top-dose activity change, negative = inhibition, usual class: inhibitors; 390,000 tested, 0.23% active; AID 743255; further: potency means the concentration at half of the fitted maximal effect; on the % scale 0 is the no-effect control and ±100 the full control effect; nearly all actives have a fitted effect of over 60% in size; inactives centre near -12
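In this screen, compounds sit with the deubiquitinase complex (1nM) for 15 min at room temperature before Ub-Rho is added at 150nM final. Fluorescence rise is then followed for 6 reads every 60 seconds.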
PI4K2A block = inhibitors of human PI4K2A; purified PI4K2A, ADP-Glo luminescence, 1 h; stronger effect = lower value; 420,000 tested, 0.13% active; AID 1346378; activity change, negative = inhibition, % at 76.9 µM; in the data active means activity change below about -50%; inconclusive means mostly about -30% to -49%;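 further: -100% = wells without enzyme as full effect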
Target sequence (Q9BTU6 whole entry, looked up): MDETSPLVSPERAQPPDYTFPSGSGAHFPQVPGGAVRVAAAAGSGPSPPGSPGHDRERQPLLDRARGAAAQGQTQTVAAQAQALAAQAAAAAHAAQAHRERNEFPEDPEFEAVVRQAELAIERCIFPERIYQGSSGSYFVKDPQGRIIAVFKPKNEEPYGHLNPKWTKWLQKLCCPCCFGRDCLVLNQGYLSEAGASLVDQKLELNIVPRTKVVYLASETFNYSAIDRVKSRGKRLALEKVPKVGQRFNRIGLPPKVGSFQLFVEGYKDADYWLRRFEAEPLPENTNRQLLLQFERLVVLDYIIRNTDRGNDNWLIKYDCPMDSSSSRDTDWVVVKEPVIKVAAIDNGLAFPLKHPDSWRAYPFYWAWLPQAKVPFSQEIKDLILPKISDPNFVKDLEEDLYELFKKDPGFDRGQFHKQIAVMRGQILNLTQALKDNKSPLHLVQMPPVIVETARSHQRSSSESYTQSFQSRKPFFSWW
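Compounds are screened against recombinant PI4K2A using PI as substrate and ATP, the latter dispensed at 300 microM. Reactions run one hour at ambient temperature before ADP-Glo detection; full inhibition defined by wells lacking enzyme.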
mIDH1 inhibitor = blocks human mutant IDH1 R132H enzyme; O75874; IDH1-R132H enzyme, NADPH consumption, diaphorase/resazurin fluorescence; Potency, µM (series often up to 76.6 µM), for inactives: at the highest dose activity change, negative = inhibition, most hits filed as inhibitors; 390,000 tested, 0.093% active; AID 602179; further: potency means the concentration at half of the fitted maximal effect; on the % scale 0 is the no-effect control and ±100 the full control effect; nearly all actives have a fitted effect of over 65% in size
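IDH1-R132H (0.5 ug/mL dispensed) in pH 7.5 Tris buffer was preincubated 30 min with compound, then given a substrate mix of 0.016 mM NADPH and 2 mM alpha-KG for 80 min at room temperature; remaining NADPH was read by diaphorase/resazurin fluorescence.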
TRHR ag = agonists of human TRH receptor; P34981; TRHR cells, calcium flux fluo-8, FDSS agonist mode; activation, % at 2 µM; 360,000 tested, 0.18% active; AID 493084; in the data active means activation above about 30%; further: 0% is about no effect
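TRHR-expressing cells loaded with fluo-8 calcium dye; 23 nL library compound pin-transferred, kinetic FDSS fluorescence (Ex 480/Em 530) recorded about 180 s for agonist-induced calcium release, before a 10 nM TRH EC20 addition for potentiator mode.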
TrxR1 substrate = substrates of rat thioredoxin reductase 1; O89049; purified TrxR1 substrate turnover, NADPH consumption readout; Potency, µM (series often up to 114 µM), inactives show at the top dose activity change, negative = substrate turnover; 390,000 tested, 0.01% active; AID 588456; further: potency means the concentration at half of the fitted maximal effect; on the % scale 0 is the no-effect control and ±100 the full control effect; nearly all actives have a fitted effect of over 50% in size
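Rat TrxR1, dispensed at 90 nM, was prereduced with 400 uM NADPH (final) for 5 min at ~22 deg C, then incubated with compound 15 min before 400 uM selenite. A first-read NADPH fluorescence drop versus no-compound background flagged substrates.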
TRHR enhancer = allosterically enhances the human TRH receptor; P34981; TRHR cells, fluo-8 calcium fluorescence, EC20 TRH enhancement; enhancement, % at 2 µM; 360,000 tested, 0.66% active; in the data active means enhancement above about 30%; further: 0% is about no effect
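Enhancer read-out: after compound pinning and an initial kinetic agonist-mode read, an EC20 of TRH (10 nM final) was injected and fluo-8 calcium signal (Ex 480/Em 530) followed at 1 s/cycle for 100 cycles in TRHR-expressing cells.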
D2 ag = D2 dopamine receptor (human) agonism | P14416 | HEK293 T-REx D2 cells, calcium flux agonist mode | activation, % at 2 µM | 340,000 tested, 0.53% active;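 active means activation over 3 SD above normal in the single-dose calcium agonist read, cut at about 30% in these data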; further: 0% is about no effect
Target sequence (P14416 whole entry, looked up): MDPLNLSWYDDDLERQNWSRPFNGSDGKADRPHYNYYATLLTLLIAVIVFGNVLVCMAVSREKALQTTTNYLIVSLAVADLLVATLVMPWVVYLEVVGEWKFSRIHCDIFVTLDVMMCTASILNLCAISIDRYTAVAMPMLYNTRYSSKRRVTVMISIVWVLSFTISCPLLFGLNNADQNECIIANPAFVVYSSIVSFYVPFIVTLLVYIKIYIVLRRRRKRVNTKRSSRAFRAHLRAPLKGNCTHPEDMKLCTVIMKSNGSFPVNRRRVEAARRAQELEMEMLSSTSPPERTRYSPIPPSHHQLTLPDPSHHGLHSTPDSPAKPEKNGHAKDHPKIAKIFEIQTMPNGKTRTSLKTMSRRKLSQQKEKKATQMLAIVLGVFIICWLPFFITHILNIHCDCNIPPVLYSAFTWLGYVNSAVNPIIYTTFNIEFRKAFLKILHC
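HEK293 Trex D2 cells, tetracycline-induced, o/n 30 C 5% CO2; no-wash Ca dye, RT 30–90 min; 10-cycle baseline, 23 nl cpd added, kinetic Ca read 180 s; agonist hits = positive Ca response.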
D2 antag = antagonists of human D2 dopamine receptor; P14416; HEK293 TREx D2 cells, calcium flux, dopamine EC80; inhibition, % at 10 µM; 340,000 tested, 2% active; AID 485344; in the data active means inhibition above about 30%; further: 0% is about no effect
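Measurement of antagonist activity uses fluorescent calcium dye in inducible HEK293 T-REx D2 cells: 10 s baseline, compound addition with 180 s read, EC80 dopamine addition with a further 180 s read.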
Active calls of the source: *; ? = inconclusive; . = no result given; [ ] = dose if it differs, or a comment. Unless noted, the call rests on the fitted dose curve; in most records, active means well fitted inhibition curve with a large enough effect; inconclusive means small, poorly fitted or top-dose-only effect; inactive means no such curve, though single readings can be large or run the other way. Hits appear at their usual frequency. Share with any hit: about 3.9%.

item | canonical_smiles | rTrxR1 inhibitor | USP1 inh | PI4K2A block | mIDH1 inhibitor | TRHR ag
1 | CCC1(C)NC(=O)N(/N=C/c2ccc(C)s2)C1=O (centres undefined) | -13% | -19% | -2 | -13% | 1.5
2 | C[C@]12CC[C@H](O)CC1=CCC1C2CC[C@@]2(C)C1CC[C@@H]2NC(=O)[C@@H](N)CO (some centres undefined) | 1% | 1% | 8 | 0% | .
3 | CCCCN(C)Cc1c(C)[nH]c2ccc(OCC)cc2c1=O | -3% | -15% | 4 | -2% | 0.0
4 | CCc1ccccc1NC(=S)N1CCN(c2ccccc2F)CC1 | 11%[57.1 µM] | -14% | -1 | 5% | 0.7
5 | O=C1c2ccccc2C(=O)N1Nc1ccccc1 | -3% | 1% | 4 | 0% | .
6 | CC(=O)Oc1ccc2c(=O)c(Oc3ccccc3)c(C)oc2c1OC(C)=O | 6% | -13% | 0 | 6% | 0.1
7 | COc1ccc(C(=O)NCc2nnc(SCC(=O)N3CCc4ccccc43)n2C2CCCCC2)cc1 | -11% | -4% | -3 | 3% | 0.6
8 | COC(=O)CCC(=O)NC(=S)Nc1sc(C)c(C)c1C(N)=O | -9% | -20% | -1 | -1% | 0.3
9 | c1cncc(CNCc2ccco2)c1 | -11% | -16% | 3 | -3% | 0.1
10 | CC(=O)c1cccc(S(=O)(=O)N(CCCO)Cc2cc3ccc(C)cc3[nH]c2=O)c1 | -32%[57.1 µM] | -12% | 7 | 5% | 0.3
11 | O=C1CSC(c2ccc([N+](=O)[O-])cc2)N1C1CCCCC1 (centres undefined) | 6% | -18% | 8 | -6% | -3.8
12 | CC1CCCC(C)N1C(=O)COC(=O)c1ccc[nH]c1=O (centres undefined) | -1%[57.1 µM] | -20% | -9 | 10% | 0.7

item | TrxR1 substrate | TRHR enhancer | D2 ag | D2 antag
1 | -11% | 2 | . | .
2 | 4% | . | . | .
3 | 42%[activator] | -1 | 0.8 | 17
4 | -2%[57.1 µM] | 3 | 15 | 14
5 | -8% | . | . | .
6 | 7% | 3 | 1.4 | 5
7 | -4% | 27 | 0.2 | 11
8 | -1% | 2 | 1.0 | 0
9 | 1% | -7 | 0.5 | 10
10 | 7%[57.1 µM] | -2 | 0.1 | 7
11 | -1% | -6 | -0.7 | 7
12 | 6%[57.1 µM] | 8 | . | .

Additional structures follow.
item | canonical_smiles | rTrxR1 inhibitor | USP1 inh | PI4K2A block | mIDH1 inhibitor | TRHR ag
13 | O=C(COC(=O)c1cc(Br)ccc1O)NNC(=O)c1ccc(Cl)cc1 | 13% | -27% | -1 | 1% | -0.1
14 | O=C1CCCN2N=C(SCC(=O)Nc3ccccc3C(F)(F)F)SC2=N1 | -3% | -17% | 2 | 3% | -0.2
15 | CCOC(=O)c1c(-c2ccccc2)csc1NC(=O)c1nc(S(=O)(=O)CC)ncc1Cl | 3.2µM* | -13% | -8 | -9% | 0.0
16 | COc1ccc(N2CCN(C(=O)c3cccc(S(=O)(=O)N4CCc5ccccc54)c3)CC2)cc1 | 21% | -8% | 5 | 0% | .
17 | Cc1ccc(SCCOCCN2CCc3ccccc3C2)cc1 | 25% | -9% | -4 | 3% | -0.3
18 | CCNC(=O)CC1C(=O)N(CC)C(=S)N1NC(=O)c1ccc(Cl)cc1 (centres undefined) | 22% | -1% | -2 | 5% | -0.1
19 | COc1ccc(C(=O)/C=C/c2ccc(OC3CSC3)cc2)cc1 | -2%[57.1 µM] | -14% | 2 | 4% | -0.8
20 | O=C(O)CNC(=O)/C=C/c1ccc(Cl)cc1Cl | 15% | 1% | -2 | 5% | 0.4
21 | Cc1ccc(N2CC(C(=O)OCc3ccccc3)CC2=O)cc1 (centres undefined) | 4%[57.1 µM] | -16% | -4 | 8% | -0.4
22 | CCc1ccc(NC(=O)Cn2c(=O)c(CNc3ccccc3)cc3cc(OC)c(OC)cc32)cc1 | 33% | -9% | -2 | -2% | -0.7
23 | COc1ccc(CN2CCNC(=O)C2CC(=O)N2CCCCO2)cc1OC (centres undefined) | -6% | -12% | -4 | 14% | -2.1
24 | CC(NC(=O)COC(=O)Cc1ccc(-c2ccccc2)cc1)c1ccccc1 (centres undefined) | -10% | -19% | -3 | 7% | -0.5

item | TrxR1 substrate | TRHR enhancer | D2 ag | D2 antag
13 | -2% | 10 | 0.2 | 17
14 | -6% | -2 | -0.5 | 8
15 | 0% | -16 | 2.0 | .
16 | 1% | . | . | .
17 | 0% | 2 | -1.1 | 75*
18 | 3% | 4 | 0.2 | -8
19 | 2%[57.1 µM] | -4 | 0.4 | 3
20 | -5% | 1 | 0.8 | -13
21 | 17%[57.1 µM] | -3 | -0.6 | -7
22 | 13% | 6 | -1.9 | .
23 | 4% | -7 | 0.2 | -11
24 | -5% | 15 | -1.0 | -6

Next part; the last 4 above are carried over.
item | canonical_smiles | rTrxR1 inhibitor | USP1 inh | PI4K2A block | mIDH1 inhibitor | TRHR ag
21 | Cc1ccc(N2CC(C(=O)OCc3ccccc3)CC2=O)cc1 (centres undefined) | 4%[57.1 µM] | -16% | -4 | 8% | -0.4
22 | CCc1ccc(NC(=O)Cn2c(=O)c(CNc3ccccc3)cc3cc(OC)c(OC)cc32)cc1 | 33% | -9% | -2 | -2% | -0.7
23 | COc1ccc(CN2CCNC(=O)C2CC(=O)N2CCCCO2)cc1OC (centres undefined) | -6% | -12% | -4 | 14% | -2.1
24 | CC(NC(=O)COC(=O)Cc1ccc(-c2ccccc2)cc1)c1ccccc1 (centres undefined) | -10% | -19% | -3 | 7% | -0.5
25 | COc1cc(NC(=O)CCS(=O)(=O)c2nc(-c3ccc4c(c3)OCO4)cc(C(F)(F)F)n2)cc(OC)c1OC | ? | -23% | 3 | 9% | -0.2
26 | COc1cccc(-c2nnc(SCC(=O)Nc3cc(C)ccc3OC)n2N)c1 | 11% | -17% | 3 | -2% | -0.7
27 | CCN(CC)c1ccc(C(=C2C=CC(=[N+](CC)CC)C=C2)c2ccc(N(CC)CC)cc2)cc1 | ? | ? | -71* | -23% | .
28 | Cc1ccc(N2CC(C(=O)Nc3ccc(S(=O)(=O)NCC4CCCO4)cc3)CC2=O)cc1C (centres undefined) | 15% | -20% | 6 | -6% | -0.1
29 | Cc1nn(-c2ccccc2)c2c1N(CC(=O)N1CCN(c3cccc(Cl)c3)CC1)C(=O)CS2 | 23%[57.1 µM] | ? | -1 | 5% | 0.0
30 | C#CC(C)(CC)NC(=O)Cn1nnc(-c2cccc(C(F)(F)F)c2)n1 (centres undefined) | -5% | -11% | 0 | -5% | 0.6
31 | Cc1csc(SCC(=O)NCc2ccccc2)n1 | 13% | -28% | -1 | 10% | 1.0
32 | COc1c(O[C@@H]2O[C@H](CO)[C@@H](O)[C@H](O)[C@H]2O)cc2c(c1OC)-c1ccc(SC)c(=O)cc1C(NC(C)=O)CC2 (some centres undefined) | -8% | -16% | -2 | 4% | -0.5
33 | Oc1cc2c(cc1C(c1ccc(Cl)c(Cl)c1)N1CCCC1)OCO2 (centres undefined) | 3.5µM* | -38% | 1 | 28% | 0.4
34 | Cc1nc2ccccn2c1C(=O)N=Nc1c(O)n(CCC(C)C)c2ccccc12 | 32% | -10% | -3 | -11% | 0.7
35 | Cc1cccc(C)c1Nc1nnc(SCc2nc3ccccc3s2)s1 | -29% | -19% | -1 | -4% | 0.0
36 | C[N+](C)(C)CCCCCC(=O)/C=N/O | 17% | -15% | 0 | 0% | 0.0

item | TrxR1 substrate | TRHR enhancer | D2 ag | D2 antag
21 | 17%[57.1 µM] | -3 | -0.6 | -7
22 | 13% | 6 | -1.9 | .
23 | 4% | -7 | 0.2 | -11
24 | -5% | 15 | -1.0 | -6
25 | -8% | 2 | -0.7 | .
26 | -3% | -3 | 0.3 | 4
27 | 3% | . | . | .
28 | 6% | 3 | 0.6 | 1
29 | 4%[57.1 µM] | 0 | . | .
30 | -15% | 18 | -0.3 | 12
31 | 2% | -1 | 0.8 | -12
32 | -5% | 3 | 2.2 | 21
33 | 3%[57.1 µM] | -1 | 1.5 | -8
34 | 1% | -2 | 0.1 | 16
35 | -6% | -6 | -0.1 | -16
36 | 2% | 2 | 0.2 | -12

Reprinted: nos. 25–26
item | canonical_smiles | rTrxR1 inhibitor | USP1 inh | PI4K2A block | mIDH1 inhibitor | TRHR ag
25 | COc1cc(NC(=O)CCS(=O)(=O)c2nc(-c3ccc4c(c3)OCO4)cc(C(F)(F)F)n2)cc(OC)c1OC | ? | -23% | 3 | 9% | -0.2
26 | COc1cccc(-c2nnc(SCC(=O)Nc3cc(C)ccc3OC)n2N)c1 | 11% | -17% | 3 | -2% | -0.7

item | TrxR1 substrate | TRHR enhancer | D2 ag | D2 antag
25 | -8% | 2 | -0.7 | .
26 | -3% | -3 | 0.3 | 4

Remaining list, next part.
item | canonical_smiles | rTrxR1 inhibitor | USP1 inh | PI4K2A block | mIDH1 inhibitor | TRHR ag
37 | FC(F)(F)c1nc(SCc2ccc(Cl)cc2Cl)n[nH]1 | 14%[2.29 µM] | -1% | -2 | 8% | 0.8
38 | CC(C)c1nc2cc3ccccc3cc2[nH]1 | 2% | -10% | -3 | 8% | -0.8
39 | COC(=O)c1sccc1NC(=O)c1c(C)cc(=O)oc1C | -1% | 2% | -1 | 13% | 0.1
40 | COc1ccc(Cn2c(CCC(=O)NCc3ccco3)nc3cccnc32)cc1 | ? | -6% | -1 | 8% | 0.2
41 | Cc1c(C2Nc3ccccc3NC3=C2C(=O)CC(C)(C)C3)cnn1C (centres undefined) | -12% | -3% | 1 | 0% | 0.8
42 | CCn1c(=O)cc(OCC(=O)N2CCN(c3cccc(Cl)c3)CC2)c2ccccc21 | -7% | -10% | 2 | 11% | -0.4
43 | CCCc1n[nH]c2c1C(=O)C(C(=O)OC)C(C)(C)C2 (centres undefined) | -3%[57.1 µM] | 1% | 5 | 0% | -0.1

item | TrxR1 substrate | TRHR enhancer | D2 ag | D2 antag
37 | -5%[57.1 µM] | 2 | 0.8 | -15
38 | 13% | 1 | -0.2 | 3
39 | -3% | -4 | -0.8 | 6
40 | -1% | -2 | -0.5 | 2
41 | -17% | 0 | -0.2 | -8
42 | -12% | -1 | 0.5 | .
43 | -7% | 4 | 0.3 | 22
